Screening results (PubChem BioAssay)
FAS-TE inh – inhibitors of human fatty acid synthase thioesterase domain | AID 602261 | recombinant FAS-TE, OMFH fluorogenic substrate, fluorescence endpoint | 0.67% of 360,000 active | inhibition, % at 15 µM;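 active = compounds whose normalised, plate-corrected inhibition of enzyme fluorescence in the single-dose primary screen is 50% or more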;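 also: 0% = DMSO with enzyme and 100% = substrate without enzyme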
Neddyl block – inhibitors of human cullin neddylation | TR-FRET cullin neddylation, biochemical | calls only at 25 µM | 0.58% of 360,000 active | AID 651699; in the data active = inhibition above about 36%
TbMetRS inhib – blocks T. brucei methionyl-tRNA synthetase activity | 0.4% of 360,000 active | AID 624268 | inhibition, % at 11.9 µM | purified T. brucei MetRS, ATP depletion, Kinase-Glo luminescence;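 active = inhibition above a per-plate cutoff of the control wells' mean inhibition plus 3 SD, cut at about 5.5% in these data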;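 also: 0% = DMSO wells median and 100% = median of wells with control inhibitor compound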
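System: purified T. brucei MetRS enzyme / Detection: Kinase-Glo luciferase luminescence reporting remaining unconsumed ATP / Medium: HEPES buffer with MgCl2, KCl, DTT, spermine, BSA, pyrophosphatase / Replication: singlicate, one well per compound / Evaluation: percent inhibition relative to median high and low control wells / Schedule: 2 h aminoacylation at 25 °C after 15 min preincubation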
E coli Lon inh – inhibits E. coli Lon protease. P0A9M0. purified E. coli Lon protease, fluorescence polarization. inhibition, % at 7.94 µM. 0.42% of 360,000 active. AID 602123; in the data active = inhibition above about 13%, passing the limit was not always enough;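 also: 0% = enzyme with probe and DMSO and 100% = no enzyme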
bovine MsrA act – bovine methionine sulfoxide reductase A activation. purified bovine MsrA, absorbance read-out. activation, % at 10.6 µM. 0.3% of 360,000 active. AID 602163; in the data active = activation above about 7.5%;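 also: 0% = vehicle and 100% = reference activator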
CSN inh – inhibitors of human CSN-mediated cullin deneddylation; Purified CSN, SCF-Nedd8-OG deneddylation, fluorescence polarization; 0.38% of 360,000 active; Q92905; inhibition, % at 12.5 µM;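 active = pattern-corrected inhibition above about 35%, with an unprinted fluorescence ratio check between 0.5 and 1.5, limit read from the data, passing the limit was not always enough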;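 also: 0% = enzyme with substrate and 100% = substrate without enzyme; some results filed as inactive read as strong as hits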
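Material: human Csn5 produced in HEK293T cells; Input: enzyme 0.24 nM; Reagent: SCFSkp2-Nedd8OG substrate at 10 nM final; Dosing: 12.5 µM compound; Incubation: 90 min reaction at room temperature; Detection: fluorescence polarization of the substrate; Evaluation: % inhibition of substrate cleavage by Csn5; Control set: substrate-only high control, full reaction low control.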
Rin1 Abl inh – blocks binding of human Rin1 to Abl | P00519+Q13671 | TR-FRET Rin1/Abl binding, biochemical | 0.4% of 360,000 active | inhibition, % at 7.35 µM; in the data active = inhibition above about 5%, passing the limit was not always enough
Target sequence (P00519 whole entry, looked up): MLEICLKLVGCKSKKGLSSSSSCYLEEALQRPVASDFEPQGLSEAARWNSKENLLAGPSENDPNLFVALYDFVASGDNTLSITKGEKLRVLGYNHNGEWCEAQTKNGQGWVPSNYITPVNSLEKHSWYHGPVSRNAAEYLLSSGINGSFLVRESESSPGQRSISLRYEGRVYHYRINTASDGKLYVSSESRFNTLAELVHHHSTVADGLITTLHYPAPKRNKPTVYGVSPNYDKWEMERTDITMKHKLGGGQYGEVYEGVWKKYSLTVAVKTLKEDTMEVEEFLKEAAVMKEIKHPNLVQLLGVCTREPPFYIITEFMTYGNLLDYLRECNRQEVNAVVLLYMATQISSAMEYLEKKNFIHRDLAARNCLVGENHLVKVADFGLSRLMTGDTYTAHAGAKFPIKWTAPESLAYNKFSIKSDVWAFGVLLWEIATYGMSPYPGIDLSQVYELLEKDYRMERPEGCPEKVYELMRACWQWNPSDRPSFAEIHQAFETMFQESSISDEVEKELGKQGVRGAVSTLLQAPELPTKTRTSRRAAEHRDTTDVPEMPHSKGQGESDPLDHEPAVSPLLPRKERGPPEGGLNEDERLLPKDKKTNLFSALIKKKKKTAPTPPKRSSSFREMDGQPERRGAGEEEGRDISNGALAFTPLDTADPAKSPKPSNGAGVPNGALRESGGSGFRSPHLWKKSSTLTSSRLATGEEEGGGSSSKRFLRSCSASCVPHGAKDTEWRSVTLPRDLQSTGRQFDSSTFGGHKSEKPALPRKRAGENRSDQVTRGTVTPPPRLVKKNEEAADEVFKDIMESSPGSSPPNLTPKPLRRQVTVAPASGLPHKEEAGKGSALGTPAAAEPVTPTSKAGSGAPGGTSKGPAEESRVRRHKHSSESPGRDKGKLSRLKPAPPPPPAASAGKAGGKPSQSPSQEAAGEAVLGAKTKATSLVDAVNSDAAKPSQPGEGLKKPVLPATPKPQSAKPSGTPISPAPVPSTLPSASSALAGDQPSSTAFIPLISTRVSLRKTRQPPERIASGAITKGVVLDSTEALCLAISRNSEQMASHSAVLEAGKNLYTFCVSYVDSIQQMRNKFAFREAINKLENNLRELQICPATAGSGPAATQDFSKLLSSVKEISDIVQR
Target sequence (Q13671 whole entry, looked up): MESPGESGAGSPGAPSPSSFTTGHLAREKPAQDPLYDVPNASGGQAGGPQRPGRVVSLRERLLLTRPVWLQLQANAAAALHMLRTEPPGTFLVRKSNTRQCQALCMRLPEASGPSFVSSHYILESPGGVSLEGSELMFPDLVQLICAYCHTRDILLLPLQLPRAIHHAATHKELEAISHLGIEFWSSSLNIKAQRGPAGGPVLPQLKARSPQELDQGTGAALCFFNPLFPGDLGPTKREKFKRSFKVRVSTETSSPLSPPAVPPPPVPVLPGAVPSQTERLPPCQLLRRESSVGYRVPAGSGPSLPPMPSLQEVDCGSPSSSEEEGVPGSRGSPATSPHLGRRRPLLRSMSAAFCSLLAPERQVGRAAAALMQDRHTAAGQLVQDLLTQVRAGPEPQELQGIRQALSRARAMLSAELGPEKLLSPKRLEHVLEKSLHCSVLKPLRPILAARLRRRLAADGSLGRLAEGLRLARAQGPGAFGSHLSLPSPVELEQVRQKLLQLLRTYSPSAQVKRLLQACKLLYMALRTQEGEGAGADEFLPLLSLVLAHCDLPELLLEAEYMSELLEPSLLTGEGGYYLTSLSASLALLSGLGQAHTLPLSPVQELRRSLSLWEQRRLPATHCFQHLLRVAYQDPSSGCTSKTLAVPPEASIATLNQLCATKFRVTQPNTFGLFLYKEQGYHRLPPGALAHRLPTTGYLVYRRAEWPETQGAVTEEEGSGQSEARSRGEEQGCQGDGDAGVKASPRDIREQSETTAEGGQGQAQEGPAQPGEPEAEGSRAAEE
MsrA inh – inhibitors of bovine MsrA | 0.75% of 360,000 active | inhibition, % at 15.5 µM | AID 651718 | purified bovine MsrA, absorbance read-out; in the data active = inhibition above about 4.5%;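 also: 0% = vehicle wells with enzyme and 100% = reference inhibitor wells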
PABP1 MLLE inh – blocks PAM2 peptide binding to the PABP1 MLLE domain; inhibition, % at 20 µM; GST-MLLE / FITC-PAM2 fluorescence polarization; AID 588489; 0.36% of 360,000 active; in the data active = inhibition above about 35%, passing the limit was not always enough;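 also: plate controls were DMSO wells with GST-MLLE for no effect and wells lacking GST-MLLE protein for full effect; some results filed as inactive read as strong as hits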
* = called active by the depositor; i = inactive; · = not tested or not shown.

SMILES	FAS-TE inh	Neddyl block	TbMetRS inhib	E coli Lon inh	bovine MsrA act	CSN inh	Rin1 Abl inh	MsrA inh	PABP1 MLLE inh
CCc1c(C)c2c(C)[nH]nc2oc1=O	-1	i	-0.3	-9	1	3	-1	0.2	12
COc1ccc(-c2cc(NC(C)=O)c3ncc(-c4cccc(C(F)(F)F)c4)n3c2)c(OC)c1	14	i	-0.3	-11	-6	9	0	0.3	-9
O=C(O)CCSC1CC(=O)N(c2ccccc2)C1=O (stereo not drawn)	-3	i	-0.4	-9	0	-3	1	0.0	3
CC1Oc2ccccc2N(Cc2cccc(F)c2)C1=O (stereo not drawn)	9	i	-1.0	3	-6	-2	-1	0.1	-14
CC(=O)N1c2ccc(S(=O)(=O)N3CCCCC3)cc2CC1C(=O)NCc1ccc(N(C)C)cc1 (stereo not drawn)	-1	i	0.2	-13	-9	-5	-3	-0.6	-14
O=C(Nc1ccccc1C(=O)O)c1cccc(NC(=O)c2ccccc2Br)c1	0	i	-0.1	-11	1	0	0	-0.6	2
COc1ccccc1C(=O)NC(CCSC)C(=O)NCC(c1cccs1)N(C)C (stereo not drawn)	-5	i	-0.5	-8	-4	4	2	2.8	-5
O=C(CNC(=O)c1cccc(F)c1)N/N=C/c1cc(Br)ccc1OCc1ccccc1	39	i	1.9	4	-2	2	3	3.8	0
COC(=O)C(C)Sc1ccc2nnc(CCNS(=O)(=O)c3ccccc3)n2n1 (stereo not drawn)	-5	i	0.1	-3	4	1	5	0.1	-2
COc1ncc(-c2ccc(N3C(c4ccsc4)=Cc4ccc(F)cc4C3CC(C)=O)cc2)cn1 (stereo not drawn)	31	·	0.1	-8	-3	-1	·	1.4	·
CCCc1cc(C(=O)O)c2ccccc2n1	-9	i	-0.4	3	-3	1	1	·	7
O=C(C[C@H]1C[C@H](C(=O)N2CCCCC2)[C@@]2(CCc3ccccc3)c3[nH]c4cc(-c5ccco5)ccc4c3CCN2C1=O)NCCN1CCOCC1	6	·	-0.3	0	-4	12	-4	1.1	-41
O=C1OCCN1C(=O)[C@H]1[C@H](c2ccccc2)C(c2ccccc2)=NN1c1ccccc1	26	i	0.4	-5	-1	1	-2	1.2	-23
Cc1ccc(S(=O)(=O)N(Cc2ccccc2)c2ccccn2)cc1[N+](=O)[O-]	29	i	-1.0	9	-13	2	2	-1.2	-16
O=C(Nc1ccc(COc2ccccc2)cc1)c1cccc([N+](=O)[O-])c1	16	i	-0.5	2	-4	2	0	0.1	-10
O=C(CSc1nc(=O)n(Cc2ccccn2)c2c1CCC2)Nc1ccc(F)cc1F	0	i	-0.1	-3	-4	2	1	1.9	3
CCOc1ccccc1C(=O)NCC(=O)Nc1ncccc1C	-4	i	-0.2	-15	-1	0	5	1.5	-3
Cc1nn(C(C)C)c(C)c1CN1CCCC(C(=O)c2cccc(OC(C)C)c2)C1 (stereo not drawn)	-5	i	-1.1	-4	-13	3	1	-1.6	0
CC(OC(=O)C1CCN(S(=O)(=O)c2ccc3c(c2)OCCO3)CC1)C(=O)N(C)c1ccccc1 (stereo not drawn)	6	i	0.4	-2	-3	-1	1	-1.1	-8
O=C1c2ccccc2C(=O)N1CCCn1nnc(-c2ccc(N3CCOCC3)cc2)n1	-6	i	-0.4	1	4	2	-1	0.0	2
O=C(NCc1ccco1)c1noc2c1CCCC2	-7	i	-0.1	-5	-3	3	3	0.9	7
Cc1ccc(CNC(=O)CNS(=O)(=O)c2ccc3nc(C)sc3c2)cc1	-7	i	-0.3	-4	6	5	1	-0.4	-1
O=C(O)CCCn1cc(NC(=O)COc2ccc(F)cc2F)cn1	-7	i	-0.1	-3	-3	-6	-2	-0.9	3
CN(C)c1cccc(NC(=O)C2(C)Cc3c(-c4cccnc4)ccnc3O2)c1 (stereo not drawn)	-5	i	-0.3	5	-2	4	-2	1.5	5
CN(C(=O)CN1CCC(NC(=O)C2CCCCC2)CC1)C1CCCCC1	-6	i	-0.1	-4	-4	4	-2	0.5	7
COc1cccc(NC(=O)CN(C)C(=O)Cn2[nH]c(=O)c3ccccc3c2=O)c1	-4	i	-0.3	-2	-2	5	2	-0.8	9
CC(=O)Nc1ccc(NC(=O)C(C)OC(=O)C2(c3ccccc3F)CCCC2)cc1 (stereo not drawn)	0	i	-0.2	2	-2	2	-1	0.3	-6
CC(=O)c1ccc(NC(=O)COC(=O)C2CCN(S(=O)(=O)c3cccs3)CC2)cc1	-6	i	-0.4	9	0	-2	-3	-0.2	-4
CCOC(=O)Cc1nc2cc(Cl)ccc2o1	-1	i	-0.1	5	-5	-6	2	-1.1	0
CC(C)n1cc(C(=O)NC2CC(C)(C)Cc3c2cnn3-c2ccccc2)cn1 (stereo not drawn)	-4	i	-0.1	2	-1	0	-2	0.7	0
O=C(COc1ccc(Br)cc1)OCC(=O)c1ccc[nH]1	-3	i	-0.2	-6	-6	5	2	1.4	18
O=C(N/C(=C/c1ccc(Br)cc1)C(=O)N1CCCC1)c1ccccc1F	-4	i	-0.5	1	0	-3	-2	-0.4	0
CCNC(=S)N/N=C(\C)c1ccc2ccccc2c1OC(F)F	22	i	0.6	-3	-4	-9	-5	0.4	23
CC(NC(=O)COC(=O)c1cccs1)c1ccccc1 (stereo not drawn)	-5	i	-1.1	-4	-14	2	4	-0.3	-7
COc1cc(S(=O)(=O)N2CCCCCC2)ccc1-n1cnnn1	-8	i	-0.2	3	-2	4	2	0.7	8
CCc1ccc(NC(=O)c2ccc3nc(N)sc3c2)cc1	6	i	-0.7	6	-4	6	0	0.8	14
Cc1cccc(OCC(=O)NN2C(=O)C3C4C=CC(O4)C3C2=O)c1 (stereo not drawn)	-5	i	0.1	-6	0	-9	1	-0.3	10
N#CC1=C2SCC(O)(c3ccccc3)N2C(=O)CC1c1cccs1 (stereo not drawn)	2	i	-1.4	-3	-14	2	0	1.5	-35
CCOc1ccc(-n2c(SCC(N)=O)nc3c([nH]c4ccccc43)c2=O)cc1	-1	i	0.0	0	-1	3	-2	0.3	-7
Cn1c(CNC(=O)c2ccco2)nnc1SCC(=O)c1ccc(Br)cc1	-2	i	-0.1	-1	0	3	2	-0.9	-7

Reformatted bar-delimited: six of the compounds above
SMILES | FAS-TE inh | Neddyl block | TbMetRS inhib | E coli Lon inh | bovine MsrA act | CSN inh | Rin1 Abl inh | MsrA inh | PABP1 MLLE inh
O=C(COc1ccc(Br)cc1)OCC(=O)c1ccc[nH]1 | -3 | i | -0.2 | -6 | -6 | 5 | 2 | 1.4 | 18
O=C(N/C(=C/c1ccc(Br)cc1)C(=O)N1CCCC1)c1ccccc1F | -4 | i | -0.5 | 1 | 0 | -3 | -2 | -0.4 | 0
CCNC(=S)N/N=C(\C)c1ccc2ccccc2c1OC(F)F | 22 | i | 0.6 | -3 | -4 | -9 | -5 | 0.4 | 23
CC(NC(=O)COC(=O)c1cccs1)c1ccccc1 (stereo not drawn) | -5 | i | -1.1 | -4 | -14 | 2 | 4 | -0.3 | -7
COc1cc(S(=O)(=O)N2CCCCCC2)ccc1-n1cnnn1 | -8 | i | -0.2 | 3 | -2 | 4 | 2 | 0.7 | 8
CCc1ccc(NC(=O)c2ccc3nc(N)sc3c2)cc1 | 6 | i | -0.7 | 6 | -4 | 6 | 0 | 0.8 | 14

New compounds follow
SMILES	FAS-TE inh	Neddyl block	TbMetRS inhib	E coli Lon inh	bovine MsrA act	CSN inh	Rin1 Abl inh	MsrA inh	PABP1 MLLE inh
CCOc1ccccc1N(C)C(=O)c1cn(C)c(=O)c2ccccc12	-2	i	-0.3	-1	-3	-1	0	0.9	27
CC(C(=O)Nc1ccc(C#N)cc1)N(C)Cc1cccs1 (stereo not drawn)	3	i	-0.3	6	-3	0	1	2.0	1
O=C(Cc1ccc(Cl)c(Cl)c1)Nc1ccc(SC(F)F)cc1	66*	i	-0.6	-8	-11	-2	0	0.8	0
O=C1C=CC(=O)N1CCNc1ncc(C(F)(F)F)cc1Cl	14	i	0.4	8	-11	1	-3	0.8	26
COCc1c(C(=O)NCCc2ccc(OC(F)F)cc2)oc2ccccc12	24	i	0.2	-7	-3	2	0	0.7	-14
O=C(COc1ccc(Cl)cc1Br)NC1CC1	-7	i	0.7	5	-5	1	-2	0.5	6
Cc1ccc(C(=O)OCC(=O)N2CCCC2)cc1	-1	i	-0.5	-2	-3	-3	2	2.7	8
Cc1cnc(-c2nc3ccccc3n2C(C(=O)NC(C)(C)C)c2cc3ccccc3o2)cn1 (stereo not drawn)	·	i	-0.5	·	·	-6	·	1.5	·
Cc1cccc2cc(CN(CCCO)C(=O)Nc3ccc(Cl)cc3)c(=O)[nH]c12	13	i	0.5	3	-1	-2	3	0.0	1
CCOC(=O)C(=CNc1cc(C)ccc1C)C(=O)OCC	5	i	-0.1	-5	-9	3	-3	0.7	-1
CCOC(=O)c1cnc2c(ccc3ccccc32)c1NCCN(C)C	6	i	-0.5	9	-11	1	-1	-0.1	-9
CCCC1NC(=O)c2cccnc2-n2c1nc1ccc(Br)cc1c2=O (stereo not drawn)	-4	i	-0.1	-5	-8	-2	-6	0.6	-3
O=C(CNC(=O)c1ccncc1)N/N=C/c1cc(Br)ccc1OCc1ccccc1	14	i	-0.1	1	-2	-1	-6	1.8	-6
O=C(CN1C(=O)NC2(CCCC2)C1=O)NCCc1ccc(Cl)cc1Cl	0	i	0.4	-9	-4	-3	-4	0.7	6
Cc1nnc(SCC(=O)NCCC2=CCCCC2)[nH]c1=O	-6	i	-0.1	-4	-2	-3	1	-1.2	15
CCOC(=O)c1c(NC(=O)CC)sc(C(=O)NC2CCCC2)c1C	4	i	0.5	1	-3	1	-2	0.6	14
Cc1ccc(N(C(=O)c2snc(C(N)=O)c2N)C(C(=O)NC2CCCC2)c2ccco2)cc1 (stereo not drawn)	14	i	-2.0	-3	-10	-5	-1	0.4	-13
CC(C)(O)C1=C[N+](=O)CC=C1	-5	i	-0.2	-1	-5	5	·	-0.2	·
COc1ccc(CC(=O)NCc2nnc(SCCOc3ccccc3)n2C)cc1	1	i	-0.9	-3	-3	-2	-1	3.3	1
CCOC(=O)C1=C(CS(=O)(=O)c2ccccc2)NC(=O)NC1c1ccc(OC)c(OC)c1 (stereo not drawn)	-6	i	-0.2	-3	-3	3	-3	-1.1	6
COc1ccc(NC(=O)C2Cc3c(-c4ccc5c(c4)OCO5)ccnc3O2)cn1 (stereo not drawn)	1	·	-0.5	10	-9	5	1	-0.3	8
O=C(COc1ccc2ccc(=O)oc2c1)N1CCc2ccccc21	12	i	-0.7	6	-2	-9	-3	0.5	-6
Cc1ccc([N+](=O)[O-])c(-c2n[nH]c(=S)n2-c2cccc(Cl)c2)c1	6	i	-0.3	1	-2	-2	4	-0.2	-44
Cc1nn(Cc2cccc(C(=O)NC3CCCCC3)c2)c(C)c1Cl	4	i	-1.0	1	-8	-1	2	-0.4	7
CCc1ccc(N2CC(C(=O)Nc3cccc(C(=O)NC4CC4)c3)CC2=O)cc1 (stereo not drawn)	-16	i	-0.6	7	-6	0	2	-0.1	-6
Cc1ccc(S(=O)(=O)NC(C)C(=O)N2CCOCCOCCOCC2)cc1 (stereo not drawn)	-5	i	0.0	-3	-3	-2	1	-0.8	-10
CCn1cc(/C=N/NS(=O)(=O)c2ccc(C)cc2)c(C)n1	-3	i	-1.0	7	-15	-3	2	-0.7	-21
Cc1cc(C)cc(NS(=O)(=O)c2c(C(=O)N3CCCCCC3)c(C)n(C)c2C)c1	2	i	-0.1	3	-1	3	4	0.2	8
O=C(CCN1C(=O)c2ccccc2C1=O)N1CCN(c2ccccn2)CC1	-1	i	-0.8	0	-12	4	0	0.6	11
